# PvdQ acylase: P. aeruginosa PvdQ acylase inhibition | purified PvdQ acylase, fluorescence plate reader | inhibition, % at 10 µM | 0.063% of 340,000 active | AID 488965; in the data active means inhibition above about 30%, passing the limit was not always enough;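 further: 0% = vehicle neutral wells and 100% = reference inhibitor wells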
# RTF Ca sens inh: cardiac RTF calcium desensitization. P19429+P45379. IANBD-labeled cardiac RTF, Ca2+ fluorescence. inhibition, % at 7.15 µM. 0.12% of 340,000 active. AID 493244;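 active means inhibition above the mean inhibition of all tested compounds plus 3 SD, cut at about 17% in these data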;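 further: assay run at fixed EC70 calcium of 1.6 mM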
# NSD2 HMT inh: blocks human histone methyltransferase NSD2. inhibition, % at 12.5 µM. AID 743445. NSD2 peptide methylation, AlphaScreen, 120 min. 0.54% of 310,000 active; in the data active means inhibition above about 50%
# RTF Ca sens act: cardiac RTF calcium sensitization; P19429+P45379; IANBD-labeled TnC RTF fluorescence at EC20 calcium; 0% EC20 calcium, 100% full calcium; activation, % at 7.2 µM; 0.24% of 340,000 active;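 active means activation above the mean over all tested compounds plus 3 SD, cut at about 30% in these data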;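 further: rise in fluorescence read as greater calcium sensitivity of cardiac thin filaments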
# CDK5 p35 inh: blocks human CDK5/p35 kinase activity; 0.01% of 330,000 active; Recombinant CDK5/p35, ADP-Glo luminescence, 60 min; inhibition, % at 10 µM;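 active means highest replicate inhibition of at least 50% and at least 75% of replicates reaching 50%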;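 further: plate controls were DMSO neutral control for no effect and GW8510 at 10 µM for full effect; many of its hits are not listed in these tables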
# Target sequence (Q00535 whole entry, looked up): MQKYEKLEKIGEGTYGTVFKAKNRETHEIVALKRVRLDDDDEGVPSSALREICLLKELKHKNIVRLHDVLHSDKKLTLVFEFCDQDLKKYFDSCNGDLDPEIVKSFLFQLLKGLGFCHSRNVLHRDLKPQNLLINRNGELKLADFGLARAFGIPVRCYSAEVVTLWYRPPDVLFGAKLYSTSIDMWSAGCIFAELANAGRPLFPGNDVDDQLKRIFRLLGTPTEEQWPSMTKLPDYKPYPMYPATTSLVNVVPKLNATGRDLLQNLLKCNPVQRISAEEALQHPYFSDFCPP
# Target sequence (Q15078 whole entry, looked up): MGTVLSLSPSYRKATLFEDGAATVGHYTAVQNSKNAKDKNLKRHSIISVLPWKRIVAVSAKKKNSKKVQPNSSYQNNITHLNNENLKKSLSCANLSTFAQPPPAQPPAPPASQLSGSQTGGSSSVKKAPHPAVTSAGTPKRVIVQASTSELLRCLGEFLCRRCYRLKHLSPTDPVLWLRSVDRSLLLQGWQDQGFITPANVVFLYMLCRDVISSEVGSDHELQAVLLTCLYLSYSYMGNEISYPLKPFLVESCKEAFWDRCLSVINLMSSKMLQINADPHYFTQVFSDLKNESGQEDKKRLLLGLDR
# LANA DNA inh: inhibitors of KSHV LANA C-terminal domain DNA binding; MBP-C-LANA/FAM-LBS DNA binding, fluorescence polarization; inhibition, % at 9 µM; 0.078% of 340,000 active; AID 504423;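 active means highest replicate inhibition at or above 60% at 9 µM, even if other replicates fall short; inactive means all replicates below 60% inhibition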;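 further: 0% = neutral control wells and 100% = 4 µM acridine orange control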
# PfHsp90 yeast 2: growth inhibition of yeast expressing Plasmodium Hsp90; S. cerevisiae expressing PfHsp90, BacTiter-Glo ATP, 48 h; yeast lacking PDR1 and PDR3 efflux regulators; inhibition, % at 9.4 µM; 0.32% of 310,000 active;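 active means every replicate shows inhibition above about 80%, whatever the replicate mean, limit read from the data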;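 further: 0% = DMSO neutral controls and 100% = 20 µM radicicol positive controls; yeast relying on Plasmodium falciparum Hsp90 in place of its own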
# Rtt109 HAT inh: inhibitors of Candida albicans Rtt109/Vps75 histone acetyltransferase. 0.16% of 330,000 active. purified Rtt109/Vps75, ThioGlo CoA-SH fluorescence, 4 h. AID 540336. inhibition, % at 34.9 µM;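 active means inhibition of at least 50% in every replicate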
# Target sequence (Q5AAJ8 whole entry, looked up): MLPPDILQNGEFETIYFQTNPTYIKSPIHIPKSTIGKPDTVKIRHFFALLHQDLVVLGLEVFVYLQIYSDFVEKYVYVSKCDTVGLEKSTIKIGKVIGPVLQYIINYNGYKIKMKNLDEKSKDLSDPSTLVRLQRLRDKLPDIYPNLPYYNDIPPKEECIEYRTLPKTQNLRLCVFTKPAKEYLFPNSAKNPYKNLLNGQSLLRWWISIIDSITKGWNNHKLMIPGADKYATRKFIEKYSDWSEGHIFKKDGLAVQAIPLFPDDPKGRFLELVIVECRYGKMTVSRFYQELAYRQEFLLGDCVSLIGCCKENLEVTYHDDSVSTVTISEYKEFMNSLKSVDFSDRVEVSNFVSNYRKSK
# dFosB activator: enhances mouse delta FosB homodimer DNA binding. P13346. 0.99% of 340,000 active. activation, % at 25 µM. purified delta FosB, TAMRA-CDK5 oligo fluorescence polarization; percent of positive-control signal above neutral wells;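 active means mean activation above about 17%, with every replicate also reaching it, limit read from the data, passing the limit was not always enough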;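 further: fluorescence polarization rise as delta FosB binds a TAMRA Cdk5 AP-1 oligo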
# SUMO Mot1 rescue: SUMOylation pathway inhibition by Mot1-301 growth rescue | S. cerevisiae Mot1-301 growth rescue, ATP luminescence, 38.5C; percent above DMSO median, 100 means doubled | growth rescue, % at 18.8 µM | 1% of 320,000 active;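 active means every valid replicate shows activation above 250% relative to neutral control wells; inactive means the rest, any valid replicate at or below 250%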;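 further: OY570 slx delta 5 strain wells were the positive control but not used for scaling; some compounds called inactive have numbers as strong as hits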
# Keap1-Nrf2 PPI: inhibitors of human Keap1-Nrf2 protein-protein interaction; Q14145; Keap1 Kelch-Nrf2 peptide fluorescence polarization, 1536-well; inhibition, % at 9.4 µM; 0.15% of 340,000 active; in the data active means inhibition above about 12%;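 further: human Keap1 Kelch domain with fluorescein labeled Nrf2 9mer peptide probe; 0% = neutral control wells and 100% = peptide positive control; higher means more block of Keap1 binding to Nrf2 peptide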
# * = called active by the depositor; nt = not tested or not shown.
SMILES,PvdQ acylase,RTF Ca sens inh,NSD2 HMT inh,RTF Ca sens act,CDK5 p35 inh,LANA DNA inh,PfHsp90 yeast 2,Rtt109 HAT inh,dFosB activator,SUMO Mot1 rescue,Keap1-Nrf2 PPI
CCOC(=O)Cn1c(CN(C)Cc2ccccc2)nc2c1c(=O)n(C)c(=O)n2C,-3,-5,-2,-3,-1.1,1.8,36,-8,8,13,2
C=CCC(=O)OCC(=O)Nc1ccc(Cl)cn1,-11,1,1,6,0.2,1.9,-27,-2,4,nt,-2
CCC(Sc1nc(=O)cc(N)n1CCc1ccccc1)C(=O)Nc1cc(C)on1 (centres undefined),4,-11,nt,4,-0.2,-0.2,-4,-1,-8,3,0
CN1CCCN(Cc2ccc(Cl)cc2Cl)CC1,-1,-1,7,-5,-0.8,0.0,24,-3,0,22,-4
COc1ccc(CN2CCC(CO)(Cc3cccc(C(F)(F)F)c3)CC2)cc1Cn1cccn1,-15,-6,4,7,0.7,0.5,-20,-4,-4,26,-7
CCOC(=O)c1nnn(CC(=O)N2N=C(c3ccc(Cl)cc3)CC2c2ccccc2)c1C(=O)OCC (centres undefined),-4,6,1,4,4.6,2.2,-7,1,6,-14,-4
CCc1ccc(-n2c(=S)sc3c(=O)n(-c4ccccc4)c(SCC(=O)O)nc32)cc1,-7,-20,-3,1,-0.1,-0.3,10,-6,-3,-19,5
O=C1OC(CN(Cc2ccccc2)Cc2ccccc2)CN1N=Cc1ccc([N+](=O)[O-])o1 (centres undefined),3,-1,-7,-8,0.6,1.9,nt,0,-10,nt,-4
CN(C)c1nc(Oc2ccc(=O)n(C)n2)nc(N2CCOCC2)n1,-6,-2,-11,-1,0.9,0.6,-19,5,-2,402,-2
O=C1Nc2ccc(S(=O)(=O)N3CCCC3C(=O)O)c3cccc1c23 (centres undefined),10,-6,nt,4,1.3,2.8,-3,-22,-6,121,-2
CC[C@]12c3[nH]c4ccccc4c3CCN1C(=O)C(CC(=O)NCCCn1ccnc1)C[C@@H]2C(=O)N1CCN(C(=O)c2ccco2)CC1 (some centres undefined),13,2,nt,4,0.7,1.5,7,2,-6,-16,-5
Cc1ccc(C)c(NC(=S)N(C)CCc2ccccn2)c1,-2,1,-2,14,-7.4,1.9,23,6,-4,10,-6
O=c1oc(-c2ccc([N+](=O)[O-])cc2)nc2ccccc12,1,-8,5,7,2.5,0.6,-22,6,-11,21,-2
COc1cc(NC(=O)C2CCCN2S(=O)(=O)c2ccc3c(c2)CCC(=O)N3)cc(OC)c1 (centres undefined),-6,-8,nt,-1,0.0,-0.5,19,3,-7,-8,-3
Cc1ccccc1-c1cc(C(=O)N/N=C/c2cccnc2)c2ccccc2n1,-9,0,2,10,-1.3,0.9,-7,-7,-17,-5,-4
CCOc1ccc(C2C(C(=O)c3ccco3)=C(O)C(=O)N2CCN2CCOCC2)cc1OCC (centres undefined),2,4,0,-6,1.9,-0.6,10,19,5,11,-4
CCOC(=O)C1CCN(c2ncnc3c2oc2ccccc23)CC1,-2,-4,4,-4,-1.5,0.9,3,-7,-17,5,-1
Nc1cnc(-c2ccccc2)nc1Cl,-19,-4,0,-3,-2.9,-1.6,-10,2,-1,1,0
Cc1ccc(-c2csc3ncn(CC(=O)OC(C)C)c(=O)c23)cc1,-15,-7,-4,-1,0.6,-1.1,-5,11,0,22,-2
CCOC(=O)c1ccc(NC(=O)CSc2nnc(COc3ccccc3OC)n2C)cc1,-10,6,-3,-1,0.7,1.1,9,-6,4,10,1
O=C(Cc1ccccc1)Nn1c(-c2ccccc2F)nc2ccccc2c1=O,-7,-3,0,6,-0.4,-1.8,7,2,-2,6,0
CCOc1ccc(C(=O)CCC(=O)NNC(=O)c2ccncc2)cc1,-8,-9,-2,-7,-1.2,-0.5,3,-6,1,-16,1
C[C@H](CO)N1C[C@H](C)[C@@H](CN(C)C(=O)Nc2ccccc2)Oc2c(NS(=O)(=O)c3ccccc3)cccc2C1=O,6,2,nt,-2,-7.0,0.0,-2,6,0,21,-4
COCCCN1C(=O)/C(=C\c2cccs2)C(C(=O)OC)=C1C,-16,-4,8,-3,-0.7,0.6,5,5,-2,112,-5
O=C(CSc1nc2ccccc2nc1N1CCOCC1)Nc1ccccc1F,3,-6,nt,5,-0.4,1.3,4,6,-16,-5,3
COC(=O)C1C2CC3c4[nH]c5cc(OC)ccc5c4CCN3CC2CC(O)C1OC (centres undefined),-9,-8,nt,5,-1.8,13,-16,-3,-12,nt,-1
CC(=O)NCCC(=O)Nc1cc(S(=O)(=O)Nc2ccc(Cl)cc2)ccc1N1CCCC1,-1,-2,2,2,1.2,-1.2,5,-8,-8,70,-2
COc1ccccc1N1CC=C(c2cccc([N+](=O)[O-])c2)NC1=O,-10,2,0,-3,1.1,-0.1,-8,0,-4,373,1
CCOC(=O)c1c(NC(=O)c2ccc(Cl)cc2)csc1C,-9,-7,-2,-4,nt,0.6,-16,1,6,nt,-3
Cc1ccc(C(=O)NCC(=O)OCc2nnc(-c3ccccc3)o2)cc1,8,1,4,-3,-0.7,-0.1,-2,3,-1,30,0

# Single values from the results shown.
# CCOc1ccc(C(=O)CCC(=O)NNC(=O)c2ccncc2)cc1 @ PvdQ acylase = -8
# Cc1ccc(-c2csc3ncn(CC(=O)OC(C)C)c(=O)c23)cc1 @ SUMO Mot1 rescue = 22

# (continued)
SMILES,PvdQ acylase,RTF Ca sens inh,NSD2 HMT inh,RTF Ca sens act,CDK5 p35 inh,LANA DNA inh,PfHsp90 yeast 2,Rtt109 HAT inh,dFosB activator,SUMO Mot1 rescue,Keap1-Nrf2 PPI
Cc1ccc(C(C)C)c(OCC(=O)NNC(=O)C(C(C)C)N2C(=O)c3ccccc3C2=O)c1 (centres undefined),-9,-4,2,-2,1.7,-0.3,16,-7,-10,-8,-6
O=C(CNC(=O)c1ccc(Br)o1)Nc1cccc(-c2cnc3ccccc3n2)c1,3,1,-2,-5,-0.3,-0.1,-6,-6,19*,-5,1
CCCNCc1cc(OC)c(OCC(=O)NCCc2ccccc2)cc1Br,-13,2,39,-3,-1.7,-1.0,19,-7,-8,-8,3
Cc1cc(C)n(CCCNC(=O)c2ccc(S(=O)(=O)NCc3ccco3)cc2)n1,-14,-14,1,3,-1.5,1.3,nt,-25,-5,41,-3
O=C(Nc1sc2c(c1CN1CCOCC1)CCC2)c1ccc(F)cc1,-7,6,11,-16,-2.9,2.4,-2,-1,-7,-19,-1
O=C(N/N=C/c1cn(-c2ccccc2)nc1-c1cc2ccccc2o1)c1cccnc1,-4,8,0,-2,0.2,0.4,-8,-1,14,-3,-4
C=CCN1C(=O)c2ccc(C(=O)NCC(c3ccccc3)N(C)C)cc2C1=O (centres undefined),6,5,0,-1,1.8,-0.6,-5,1,-4,32,4
CSCCC(NC(=O)COc1ccccc1)C(=O)NC1CCC(C)CC1 (centres undefined),-8,-7,-1,5,0.4,-1.7,-2,2,-1,3,2
CC1=NNC(=O)C1CC(=O)N/N=C/c1sccc1C (centres undefined),4,nt,1,nt,0.2,1.7,-18,5,1,-8,-3
Cc1ccc(S(=O)(=O)Oc2ccccc2-c2ccccc2)cc1,17,-9,-4,2,-1.0,0.3,-41,-8,-5,nt,-6
O=C(Nc1nc2ccccc2[nH]1)c1ccc(Cl)c(S(=O)(=O)N2CCCC2)c1,-9,9,3,-3,1.8,0.5,-25,4,0,10,-8
O=C(CN1C(=O)/C(=C\c2ccccc2Br)Oc2ccccc21)NCCCN1CCOCC1,-5,-6,-6,-3,-0.6,-0.4,21,-54,-1,4,1
Cc1ccc2cccc(SCC(=O)NCc3ccco3)c2n1,-7,2,-3,-2,-0.9,1.0,-2,6,-3,-7,1
CC(C)(C)c1ccc(OCC(=O)NNC(=O)C2CCCO2)cc1 (centres undefined),-3,-10,-3,-1,-0.7,1.1,6,3,1,-6,-6
CCOC(=O)c1cnc(SC2CC(=O)N(c3ccc(OC)c(OC)c3)C2=O)nc1N (centres undefined),-5,-3,2,-2,0.6,1.4,24,-5,6,11,-2
Cc1nn(-c2ccccc2)c(=O)c2ccccc12,4,-14,1,3,-0.2,-2.7,8,-5,-1,34,2
COc1ccc(/C=C/C(=O)NCCCc2ccccc2)cc1,3,-11,0,3,0.6,-1.1,13,6,-6,8,-1
CCOC(=O)Cc1cc(-c2ccc(O)cc2)nc2ccc3ccccc3c12,5,-1,-2,-28,0.4,-0.6,-20,-5,3,8,-1
COC(=O)c1sccc1-c1ccc(/C=N/OC(=O)c2ccccc2)o1,4,0,-1,1,-3.3,-0.4,nt,-7,-7,-1,0
CCOc1ccc(-n2c(O)cc(=O)[nH]c2=O)cc1,-6,-7,-3,-2,-0.2,0.4,-12,4,-1,-3,-4
CC(=O)Oc1ccc([C@@H]2COc3c(ccc4c3C=CC(C)(C)O4)C2)c(OC(C)=O)c1,-3,-1,nt,1,0.1,0.4,-77,5,5,289,0
CCOc1ccc(S(=O)(=O)N2CCCCC2)cc1NC(=O)Cc1ccccc1,-14,-1,-2,-3,1.5,0.2,-17,0,-4,6,-5
Cc1ccc(S(=O)(=O)Oc2ccc(/C=C(/NC(=O)c3ccccc3)C(=O)NC(C)C(=O)O)cc2)cc1 (centres undefined),-9,-3,-3,2,0.8,0.0,-25,0,4,21,-3
Cc1nc(NC(=O)CSc2nnnn2Cc2ccccc2)sc1C,-8,-7,-7,-3,1.5,-2.2,2,1,-8,-7,4
O=C(Cn1c(C(F)(F)F)nc2ccccc21)N=Nc1c(O)[nH]c2ccc(Br)cc12,-1,6,nt,-5,-2.0,-1.4,-12,-5,7,-9,4
Cn1nnc2sc3c(c2c1=O)CCCC3,-15,-3,-1,9,-3.0,1.7,-17,2,1,269,-4
O=CN1CCN(C=O)C(O)C1O (centres undefined),1,7,0,-4,-1.0,0.1,nt,-6,4,nt,2
C=CCNC(=S)Nc1cc(Cl)ccc1OC,-11,-11,19,0,-1.8,-1.0,-26,-5,-2,383,-3
CCC(C)n1c(SCC(=O)Nc2ccc3[nH]c(=O)[nH]c3c2)nc2ccccc2c1=O (centres undefined),6,0,2,-8,7.3,0.4,11,0,-6,12,1
CC(=O)c1c(C)[nH]c(C(=O)CSc2nnc(-c3ccc(Cl)cc3)n2CC2CCCO2)c1C (centres undefined),0,1,0,-2,-0.9,-0.4,22,20,-11,-11,-2
CC1=CC2=NC(=O)CC(C)(C(=O)N(CC(=O)NC(C)(C)C)C3CCCC3)N2C=C1 (centres undefined),-4,-7,-1,-1,-1.9,-0.2,nt,18,-3,19,-1

# Reprinted from the entries so far, 2 compounds:
SMILES,PvdQ acylase,RTF Ca sens inh,NSD2 HMT inh,RTF Ca sens act,CDK5 p35 inh,LANA DNA inh,PfHsp90 yeast 2,Rtt109 HAT inh,dFosB activator,SUMO Mot1 rescue,Keap1-Nrf2 PPI
CCC(C)n1c(SCC(=O)Nc2ccc3[nH]c(=O)[nH]c3c2)nc2ccccc2c1=O (centres undefined),6,0,2,-8,7.3,0.4,11,0,-6,12,1
CC(=O)c1c(C)[nH]c(C(=O)CSc2nnc(-c3ccc(Cl)cc3)n2CC2CCCO2)c1C (centres undefined),0,1,0,-2,-0.9,-0.4,22,20,-11,-11,-2
